BLM helicase inh – qHTS Assay for Inhibitors of Bloom's syndrome helicase (BLM); RecQ-like DNA helicase BLM (Homo sapiens), P54132; recombinant BLM DNA unwinding, fluorescence dequenching; Potency, µM (series often up to 56.1 µM), without a hit: at the highest dose activity change, negative = inhibition, actives largely listed as inhibitors; 0.2% of 350,000 active; AID 2528, 2010;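 note: plate controls were vehicle for no effect and no enzyme for full effect; nearly all actives have a fitted effect of over 35% in size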
BAZ2B block – qHTS Assay for Inhibitors of BAZ2B; Bromodomain adjacent to zinc finger domain protein 2B (Homo sapiens), Q9UIF8; AlphaScreen BAZ2B-H3K14Ac peptide displacement; Potency, µM (titrated, usually from 114 µM), without a hit: top-dose activity change, negative = inhibition, most hits filed as inhibitors; 4.4% of 360,000 active; note: % is set by controls: 0 for no effect and ±100 for the full control effect; nearly all actives have a fitted effect of over 60% in size
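AlphaScreen luminescence quantifies BAZ2B engagement of H3K14Ac peptide; the protein and biotinylated peptide are both at 50 nM final, buffer PBS pH 7.4 with 0.01% Tween-20, all steps at room temperature.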
GLS inhibitor – qHTS for Inhibitors of Glutaminase (GLS). Glutaminase kidney isoform, mitochondrial (Homo sapiens), O94925. GLS enzymatic activity, qHTS titration. Potency, µM (top dose mostly 45.5 µM), for inactives: at the highest dose activity change, negative = inhibition, usual class: inhibitors. 0.21% of 410,000 active; note: % is set by controls: 0 for no effect and ±100 for the full control effect
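hKGA; 45 mM KH2PO4 pH 8.2 + 0.02% Tween-20; cpd via pin tool; 1 mM Gln soln; GluOx/HRP/Amplex Red; RT 30 min; fluor. t0 & final.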
POLI inh – qHTS for Inhibitors of Polymerase Iota | 1% of 390,000 active | DNA polymerase iota (Homo sapiens), Q9UNA4 | AID 588590, 2011 | Potency, µM (highest dose often 115 µM), for the others: top-dose activity, negative = inhibition, most hits filed as inhibitors | Pol iota fluorescent replication assay, 10 min
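Fluorescent replication assay read twice, at 0 min and 10 min after adding 50 nM (final) substrate. Enzyme (10 nM) and compounds were first incubated 15 min at room temperature; enzyme-free buffer wells were negative controls.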
JMJD2A Tudor – qHTS Assay for Inhibitors of JMJD2A-Tudor Domain; Lysine-specific demethylase 4A (Homo sapiens), O75164; AlphaScreen JMJD2A-Tudor / H3K4me3 peptide binding; Potency, µM (top dose mostly 114 µM), for inactives: at the highest dose activity change, negative = inhibition, most hits filed as inhibitors; 4.4% of 390,000 active; AID 504339, 2011; note: % is set by controls: 0 for no effect and ±100 for the full control effect; nearly all actives have a fitted effect of over 50% in size
Pin1 inh – qHTS Assay to Find Inhibitors of Pin1; 0.009% of 390,000 active; Peptidyl-prolyl cis-trans isomerase NIMA-interacting 1 (Homo sapiens), Q13526; AID 504891, 2011; Potency, µM (doses to about 115 µM), without a hit: top-dose activity, negative = inhibition, actives largely listed as inhibitors; Pin1 FP peptide displacement, HiFluor488, 10 min; active = well fitted inhibition curve with a large enough effect in the polarisation, with a control signal flat, not every such curve was filed as active; inconclusive = small, poorly fitted or top-dose-only effect, or effect the other way, or a change in a side signal; inactive = no such curve, though single readings can be large or run the other way; the % refers to the polarisation; note: % is set by controls: 0 for no effect and ±100 for the full control effect
Target sequence (Q13526 whole entry, looked up): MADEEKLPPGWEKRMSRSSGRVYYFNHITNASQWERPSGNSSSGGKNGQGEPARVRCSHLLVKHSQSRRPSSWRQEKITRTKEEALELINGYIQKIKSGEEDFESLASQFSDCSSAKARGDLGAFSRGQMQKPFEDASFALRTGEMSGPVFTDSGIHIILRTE
HP1b chromo inh – HTS for Inhibitors of HP1-beta Chromodomain Interactions with Methylated Histone Tails | Chromobox protein homolog 1 (Homo sapiens), P83916 | AlphaScreen HP1-beta / biotin-H3K9me3 peptide binding | Potency, µM (series often up to 114 µM), for the others: at the highest dose activity change, negative = inhibition, actives largely listed as inhibitors | 0.56% of 390,000 active; note: nearly all actives have a fitted effect of over 70% in size; inactives centre near 23
Target sequence (P83916 whole entry, looked up): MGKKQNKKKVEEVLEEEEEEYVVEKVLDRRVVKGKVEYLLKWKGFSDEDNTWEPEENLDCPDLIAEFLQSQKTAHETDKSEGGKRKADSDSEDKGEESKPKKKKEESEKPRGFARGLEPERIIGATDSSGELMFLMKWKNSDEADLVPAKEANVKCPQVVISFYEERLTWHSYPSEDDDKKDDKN
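HP1-beta protein (50 nM final) preincubated 30 min at room temperature with biotinylated H3(1-18)K9me3 peptide (50 nM) in PBS pH 7.4, 0.01% Tween-20, then compound added for 30 min. AlphaScreen streptavidin donor/nickel chelate acceptor beads (10 ug/mL final), 30 min dark, luminescence read.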
PGK inhibitor – qHTS Assay to Find Inhibitors of Phosphoglycerate Kinase. PGK/GAPDH coupled, Kinase-Glo luminescence, 60 min. AID 602233, 2012. 0.043% of 380,000 active. Potency, µM (highest dose often 57.5 µM), without a hit: top-dose activity change, negative = inhibition, hits mostly inhibitors; note: % is set by controls: 0 for no effect and ±100 for the full control effect; nearly all actives have a fitted effect of over 60% in size
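Luminescent ATP detection (Kinase-Glo Plus) follows a 60-minute room-temperature incubation, with wells lacking PGK as controls. Buffer: 100 mM TEA (pH 7.6), 5 mM MgCl2, 0.01% Tween-20. Coupling enzyme GAPDH (100 nM final) supplies unstable 1,3-BPG in-well.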
G9a inh – qHTS Assay for Inhibitors of Histone Lysine Methyltransferase G9a; Histone-lysine N-methyltransferase EHMT2 (Homo sapiens), Q96KQ7; G9a H3K9 monomethylation, AlphaScreen, 2 h; Potency, µM (highest dose often 102 µM), inactives show at the highest dose activity, negative = inhibition, hits mostly inhibitors; 8.8% of 350,000 active; AID 504332, 2011; note: % is set by controls: 0 for no effect and ±100 for the full control effect; nearly all actives have a fitted effect of over 75% in size
Target sequence (Q96KQ7 913-1193 limits assumed): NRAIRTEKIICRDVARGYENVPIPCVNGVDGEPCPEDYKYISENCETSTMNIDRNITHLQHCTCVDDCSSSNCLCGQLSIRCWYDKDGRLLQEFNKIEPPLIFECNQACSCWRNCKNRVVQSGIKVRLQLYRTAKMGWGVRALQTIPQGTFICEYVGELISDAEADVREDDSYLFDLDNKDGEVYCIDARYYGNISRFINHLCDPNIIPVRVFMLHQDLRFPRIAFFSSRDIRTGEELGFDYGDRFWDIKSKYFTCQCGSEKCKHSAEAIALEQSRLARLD
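Methyltransferase reactions run at room temperature for 2 h (20 nM enzyme, 500 nM biotin-H3K9 peptide, 20 uM SAM) after a 15 min compound preincubation; product detected by AlphaScreen beads and anti-H3K9me1 antibody.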
* = called active by the depositor; i = inactive; ? = inconclusive; nt = no result given; & = joins results of further samples; ! = a repeat was not active; [ ] = another dose, or the depositor's remark. Unless noted, calls come from the whole dose curve; as a rule, active = well fitted curve in the direction sought with a large enough effect; inconclusive = small, poorly fitted or top-dose-only effect, or another doubt; inactive = no such curve, though single readings can be large; an effect the other way counts as inactive or inconclusive. Potency is the fitted concentration of half-maximal effect. The list is partial; rates above refer to the full screens.

BLM helicase inh	BAZ2B block	GLS inhibitor	POLI inh	JMJD2A Tudor	Pin1 inh	HP1b chromo inh	smiles	PGK inhibitor	G9a inh
-1%	-13%	-15%	50%[activator]	-9%	-9%	25%	COC(=O)c1cc(S(=O)(=O)NCc2ccc3c(c2)OCO3)cn1C	1%	16%
-10%	-38%	8%	-7%	-19%	1%	35%[activator]	COc1ccc(S(=O)(=O)n2nc(OC(=O)c3c(-c4ccccc4Cl)noc3C)cc2N)cc1	-8%	?
2%	-3%	12%	-14%	-8%	2%	12%	O=S(=O)(N[C@@H]1C[C@H]2CC[C@@H]1C2)c1cccs1	-4%	-1%[2.33 µM]
-7%	-6%	-1%	-6%	0%	0%	24%	COc1ccc(/C=N/S(=O)(=O)CCc2ccccc2)c(OC)c1	-7%	2%[59 µM]
-2%	-24%	-3%	6%	3%	24%	36%	COc1ccc(C(C)=O)cc1CSc1nc2ccccc2c(=O)n1-c1cccc(C)c1	-10%	22%
nt	33%	-6%	-17%	49%[activator]	4%	70%[activator]	O=C(COc1ccc(Br)cc1Cl)NC(=O)NC1CCCC1	-3%	-21%[12.7 µM]
-3%	-9%	-15%	-1%	-9%	-2%	25%	O=C(NCc1cccs1)c1ccc2c(c1)sc1nc(-c3ccccc3)cn12	i	-26%[59 µM]
0%	-27%	9%	63%[activator]	-9%	6%	13%	CO/N=C/C1CCN(c2ncc(C(F)(F)F)cc2Cl)C1=O (centres undefined)	-1%	3%
0%	-4%	3%	-1%	-12%	18%	12%	Cc1c(C#N)c2ccccc2n1CC(=O)N1CCCc2ccccc21	-2%	3%
-3%	-21%	0%	?	-26%	5%	-5%	Cc1cc(/C=C2\NC(=S)NC2=O)c(C)n1-c1cccnc1	-1%	-29%
-3%	-1%	-1%	17%	-14%	0%	-9%	COc1cc(/C=N/NC(=O)Cn2ccc(C(F)(F)F)n2)cc(OC)c1OC	i	14%
-3%	11%	-10%	66%[activator]	6%	2%	32%	CCCc1cc(NCCCO)n2c(nc3ccccc32)c1C#N	5%	nt
-1%	?	12%	14%	?	-3%	16%	O=C(C1=C(O)C(=O)N(CC2CCCO2)C1c1cccnc1)c1ccco1 (centres undefined)	3%	40µM*
-2%	4%	-20%	13%	1%	1%	27%	COc1ccc(NC(=O)COCc2cc(-c3ccc4c(c3)OCO4)on2)cc1	-4%	1%[59 µM]
nt	5%	6%	19%	2%	-1%	45%[activator]	CCOc1ccc(OCCNC(=O)c2oc3ccccc3c2COC)cc1	9%	11%[59 µM]
1%	-3%	1%	-6%	-7%	1%	65%[activator]	O=S(=O)(NCc1ccc2c(c1)OCO2)c1cnc[nH]1	-7%	16%
nt	14%	1%	-1%	-11%	-5%	18%	CCN(CC(=O)NCc1cccs1)C(=O)c1ccc(S(=O)(=O)Nc2ccccc2Cl)cc1	-2%	17%[12.7 µM]
4%	7%	3%	50%[activator]	-18%	-1%	38%	COc1cccc(CNC(=O)CSc2cc(=O)n(C)c3ccccc23)c1	-11%	-2%
1%	-9%	21%	11%	-12%	8%	63%[activator]	NC(=S)N/N=C1\CCOc2ccc(Cl)cc21	i	nt
-5%	10%	-1%	34%[activator]	-12%	23%	7%	Cc1sc2nc(COC(=O)c3cccc(OC(F)F)c3)[nH]c(=O)c2c1C	1%	-7%
-11%	-4%	-1%	-8%	?	?	19%	c1ccc(-c2nc3c(ccc4ccccc43)[nH]2)nc1	-6%	25%[59 µM]
-3%	-3%	-1%	113%[activator]	0%	0%	27%	COc1ccc(CNC(=O)c2c(C)cc(=O)oc2C)cc1	11%	-3%
1%	-39%	3%	0%	-29%	?	17%	COc1cccc(S(=O)(=O)NCc2ccc(C(=O)N3CCN(Cc4ccccc4)CC3)cc2)c1	2%	nt
0%	8%	2%	21%	-10%	7%	30%	CN(C)c1ccnc2sc3c(=O)n(-c4ccccc4)cnc3c12	3%	10%[59 µM]
-5%	-26%	2%	-17%	-33%	-1%	1%	CCOc1ccc(NS(=O)(=O)c2c(C)nc3sc(C)c(C)n3c2=O)cc1	-3%	-31%[59 µM]

Reformatted: two of the compounds above
structure,BLM helicase inh,BAZ2B block,GLS inhibitor,POLI inh,JMJD2A Tudor,Pin1 inh,HP1b chromo inh,PGK inhibitor,G9a inh
CCN(CC(=O)NCc1cccs1)C(=O)c1ccc(S(=O)(=O)Nc2ccccc2Cl)cc1,nt,14%,1%,-1%,-11%,-5%,18%,-2%,17%[12.7 µM]
CN(C)c1ccnc2sc3c(=O)n(-c4ccccc4)cnc3c12,0%,8%,2%,21%,-10%,7%,30%,3%,10%[59 µM]

Other results follow:
BLM helicase inh	BAZ2B block	GLS inhibitor	POLI inh	JMJD2A Tudor	Pin1 inh	HP1b chromo inh	smiles	PGK inhibitor	G9a inh
nt	nt	14%	7%	-5%	-6%	22%	O=C(c1ccccc1)N1N=C(c2ccc(F)cc2)CC1c1ccc(F)cc1 (centres undefined)	8%	nt
1%	1%	3%	-8%	-16%	52%[activator]	37%	CCOc1cc(C(=O)Nc2ccc(S(=O)(=O)Nc3cc(OC)nc(OC)n3)cc2)cc(OCC)c1OCC	-8%	?
1%	-9%	-12%	190%[activator]	-5%	-6%	31%	Cc1ccc(N2C(=O)c3ccc(C(=O)N4CCN(c5ccc(C)c(C)c5)CC4)cc3C2=O)cc1	-4%	?
-2%	-7%	6%	13%	-11%	40%[activator]	35%	Cc1ccc(S(=O)(=O)c2cnc(SCC(=O)Nc3ccc4c(c3)OCCO4)[nH]c2=O)cc1	-1%	5%[59 µM]
-5%	6%	6%	-14%	19%	2%	56%[activator]	COc1ccc(/C(N)=N/OC(=O)C2CCCCC2)cc1OC	3%	?
-1%	-1%	2%	-6%	-8%&2%	-2%&-1%	19%	O=C1c2ccccc2C(=O)N1c1cccc2cccnc12	1%	3%[59 µM]
nt	nt	-1%	2%	?	27%	0%	O=C1NC(=S)NC1=Cc1ccc2c(c1)CCC2	-11%	nt
nt	nt	-11%	-23%	-4%	2%	55%[activator]	C=C1C(=O)O[C@@H]2[C@H]3O[C@]3(C)CC/C=C(\C)CC[C@@H]12	3%	7.9µM*
-7%	-23%	3%	91%[activator]	-9%	5%	27%	Cc1ccccc1NC(=S)N(Cc1cccs1)C1CCCCC1	?	-27%
nt	-6%	?	20%	-12%	-4%	-9%	CN(Cc1ccccc1)C(=O)c1ccccc1N(C)S(=O)(=O)c1ccccc1	-5%	8%[0.501 µM]
-8%	44%[activator]	3%	128%[activator]	9%	-1%	36%	CN(Cc1ccccc1F)c1ccc(S(=O)(=O)N2CCCC2)cn1	8%	10%
nt	nt	-11%	22µM*	20µM*	?	?	CC1CCCC(C)N1C(=O)COC(=O)/C=C/c1ccc(Br)o1 (centres undefined)	?	nt
-4%	-11%	0%	-12%	-12%	14%	71%[activator]	C=CCSc1nc2sc3c(c2c(=O)[nH]1)CC(C)(CC)OC3 (centres undefined)	-4%	-8%[0.501 µM]
4%	?	7%&6%	?	-12%	1%	33%	COc1ccc2c(c1)c(CC(=O)O)c(C)n2C(=O)c1ccc(Cl)cc1	i	41%[activator][59 µM]
-3%	-21%	-4%	75%[activator]	-1%	-8%	?	Cn1c(SCC(=O)N2CCCC2)nnc1-c1ccc2c(c1)OCO2	1%	0%
-5%	-17%	-7%	25%	-4%	-2%	-9%	CN1CCN(C(=S)Nc2cccc(S(=O)(=O)N(C)C)c2)CC1	3%	0%[59 µM]
-9%	-16%	-1%	27%	-10%	3%	45%[activator]	CC[C@H](C)NC(=O)CCCCCn1c(=S)[nH]c2c([nH]c3ccc(OC)cc32)c1=O	5%	31%
0%	-7%	16%	-9%	-5%	-4%	33%	CCOC(=O)Cn1cc(C#N)c2cccc(CC)c21	-5%	14%
-8%	?	-5%	-13%	-32%	-3%	29%	Fc1ccccc1-n1c(-c2ccc3ccccc3n2)n[nH]c1=S	-13%	-138%[59 µM]
-5%&-8%	?	21%&17%	5%&3%	?	-7%&-8%	50%[activator]	O=C(Nc1nnc(S(=O)(=O)N2CCCCCC2)s1)c1ccccc1Cl	-7%&0%	10µM*!
-2%	-21%	6%	24%	-28%	-2%	1%	Cc1ccccc1-n1c(SCC(=O)NCC2CCCO2)nc2c([nH]c3ccccc32)c1=O (centres undefined)	0%	13%
18µM*	1%	-27%	3.5µM*	-24%	?	12%	O=C1c2ccccc2C(=O)C12OC2c1cccc2ccccc12 (centres undefined)	-15%	6.3µM*
-1%	2%	9%	11%	-20%	-27%	10%	CC(CCO)Nc1nc2c(c(=O)n(C)c(=O)n2C)n1Cc1cccc(Br)c1 (centres undefined)	-4%	-27%[12.7 µM]
nt	12%	3%	0%	-20%	10%	32%	C[C@H](NC(=O)c1[nH]cnc1C(=O)Nc1ccc(Cl)cc1)c1ccccc1	i	11%[0.501 µM]

Structures shown so far that contain a CF3 group:
BLM helicase inh	BAZ2B block	GLS inhibitor	POLI inh	JMJD2A Tudor	Pin1 inh	HP1b chromo inh	smiles	PGK inhibitor	G9a inh
0%	-27%	9%	63%[activator]	-9%	6%	13%	CO/N=C/C1CCN(c2ncc(C(F)(F)F)cc2Cl)C1=O (centres undefined)	-1%	3%
-3%	-1%	-1%	17%	-14%	0%	-9%	COc1cc(/C=N/NC(=O)Cn2ccc(C(F)(F)F)n2)cc(OC)c1OC	i	14%

Source: PubChem (National Center for Advancing Translational Sciences (NCATS))
